High-throughput results deposited in PubChem by NMMLSC.
CR mimetic SO = reduction of superoxide in aged yeast, primary screen, HTS; S. cerevisiae aged cells, superoxide DHE fluorescence; hits give low values; superoxide response (% of plate mean), % at 10 µM; 330,000 compounds, 0.18% hits; AID 2690, 2010;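 active = superoxide response under a set limit, about three screen SD below normal, cut at about 65% in these data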;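 also: yeast aged for seven days with compound at 30 °C before DHE staining; 100% = average MFI of all compound-treated wells on the plate with controls excluded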
AGP1-GFP MLPCN = modulators of AGP1-GFP expression in yeast TOR pathway, primary screen, cell-based, multiplex flow cytometry, S. cerevisiae, MLPCN library; GFP response vs DMSO, % at 10 µM; 320,000 compounds, 0.02% hits; 3 h; GFP as percent of DMSO wells;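 active = GFP response relative to DMSO above a set limit, near screen average plus 3 SD, cut at about 150% in these data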;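 also: median GFP channel fluorescence of the gated AGP1 strain per well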
VLA-4 inh = inhibition in human VLA-4 binding assay, primary screen, VLA-4 allosteric modulator project, MLPCN library, flow cytometry, VLA-4 expressing cells; 330,000 compounds, 0.2% hits; ligand binding flow cytometry; inhibition, % (about 7 µM as worked out from the volumes in the protocol); Integrin alpha-4 (Homo sapiens), P13612; AID 2557, 2010; in the data active = inhibition above about 50%
Target sequence (P13612 whole entry, looked up): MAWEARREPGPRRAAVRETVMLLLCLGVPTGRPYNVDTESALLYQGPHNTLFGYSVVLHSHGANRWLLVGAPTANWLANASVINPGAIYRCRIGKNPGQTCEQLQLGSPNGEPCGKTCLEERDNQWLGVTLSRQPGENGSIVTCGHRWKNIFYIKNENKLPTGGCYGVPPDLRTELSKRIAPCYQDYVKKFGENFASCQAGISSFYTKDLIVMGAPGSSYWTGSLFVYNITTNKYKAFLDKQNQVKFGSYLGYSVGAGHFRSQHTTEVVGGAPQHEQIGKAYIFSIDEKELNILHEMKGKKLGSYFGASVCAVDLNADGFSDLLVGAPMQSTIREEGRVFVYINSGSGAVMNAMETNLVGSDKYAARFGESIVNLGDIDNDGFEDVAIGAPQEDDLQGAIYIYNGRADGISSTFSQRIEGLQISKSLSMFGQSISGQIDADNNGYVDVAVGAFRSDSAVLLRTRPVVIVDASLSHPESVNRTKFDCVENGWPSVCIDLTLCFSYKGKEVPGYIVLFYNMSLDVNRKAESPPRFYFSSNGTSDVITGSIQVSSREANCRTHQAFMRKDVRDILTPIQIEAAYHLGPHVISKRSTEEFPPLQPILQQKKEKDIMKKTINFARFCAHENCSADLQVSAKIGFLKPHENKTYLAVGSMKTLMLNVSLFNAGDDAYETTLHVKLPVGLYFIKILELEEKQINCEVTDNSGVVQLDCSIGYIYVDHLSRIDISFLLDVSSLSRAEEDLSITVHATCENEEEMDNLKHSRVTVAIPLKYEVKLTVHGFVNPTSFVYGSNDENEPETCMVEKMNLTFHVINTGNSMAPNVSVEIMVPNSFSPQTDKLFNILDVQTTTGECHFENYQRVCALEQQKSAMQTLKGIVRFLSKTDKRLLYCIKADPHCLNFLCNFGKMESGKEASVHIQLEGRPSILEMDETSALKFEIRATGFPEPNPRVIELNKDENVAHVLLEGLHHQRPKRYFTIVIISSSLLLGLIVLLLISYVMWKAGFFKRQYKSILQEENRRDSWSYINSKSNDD
CIT2-GFP yeast = modulators of CIT2-GFP expression in yeast, primary screen, S. cerevisiae, GFP fusion, multiplex flow cytometry, MLPCN library; S. cerevisiae CIT2-GFP strain, 3 h; 100 means same as DMSO wells; GFP response vs DMSO, % at 10 µM; 320,000 compounds, 0.065% hits; AID 2029, 2009;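 active = GFP response relative to DMSO above a set limit, near the screen mean plus 3 SD, cut at about 150% in these data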;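 also: ratio of well median GFP fluorescence to mean of DMSO wells on the plate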
MEP2-GFP yeast = modulators of MEP2-GFP levels in yeast, primary screen, S. cerevisiae, multiplex flow cytometry, MLPCN library; S. cerevisiae MEP2-GFP strain, 3 h; 100% = DMSO control level; GFP response vs DMSO, % at 10 µM; 330,000 compounds, 0.51% hits;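 active = GFP response versus DMSO above a set limit, roughly screen mean plus 3 SD, cut at about 180% in these data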;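 also: median GFP fluorescence of the barcode-gated MEP2-GFP cells per well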
LAP4-GFP MLPCN = modulators of LAP4-GFP expression in yeast, primary screen, S. cerevisiae, multiplex flow cytometry, MLPCN library; 3 h; median GFP as percent of DMSO wells; GFP response vs DMSO, % at 10 µM; 320,000 compounds, 0.34% hits; AID 2023, 2009;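 active = GFP response vs DMSO above a set limit, about the screen mean plus 3 SD, cut at about 150% in these data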
GRK2 inh = compounds blocking aptamer binding on GRK2 – biochemical, human GRK2, bead flow cytometry, HTS, primary screen | AID 488847, 2010 | 330,000 compounds, 0.59% hits | inhibition of aptamer binding, % at 10 µM | FAM-aptamer displacement from GRK2 | Beta-adrenergic receptor kinase 1 (Homo sapiens), P25098;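 active = inhibition of aptamer binding above 40%, roughly 3 SD of noise, on plates passing a quality check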;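 also: median bead fluorescence of bound FAM aptamer so fluorescent compounds give negative values; no value below 0 was filed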
RPL19A-GFP yeast = RPL19A-GFP expression modulators in yeast, primary screen, cell-based, S. cerevisiae, multiplex flow cytometry, MLPCN; S. cerevisiae RPL19A-GFP strain, 3 h; hits give low values; AID 2025, 2009; 330,000 compounds, 0.3% hits; percent response vs DMSO, % at 10 µM;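 active = percent response vs DMSO below 50%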;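 also: median channel GFP fluorescence of the barcoded RPL19A-GFP strain; ratio of sample median GFP to plate DMSO average so 100% = DMSO; lower means less RPL19A-GFP as with rapamycin TOR inhibition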
* = called active by the depositor; . = no result given.

SMILES | CR mimetic SO | AGP1-GFP MLPCN | VLA-4 inh | CIT2-GFP yeast | MEP2-GFP yeast | LAP4-GFP MLPCN | GRK2 inh | RPL19A-GFP yeast
CC1=NN(c2ccccc2)C(=O)C1C(=O)c1ccccc1 (stereo not drawn) | 105 | 93 | 0 | 105 | 97 | 91 | 1 | 95
COc1ccccc1N1C(=O)C(Cl)=C(N2CCCC2)C1=O | 103 | 104 | -4 | 105 | 113 | 113 | 3 | 102
CCC1C(=O)N=C(SCC(=O)Nc2nc3ccccc3s2)NC1=O (stereo not drawn) | 89 | 106 | 0 | 102 | 101 | 104 | 0 | 93
Cc1cc2c(cc1C)CSC(c1ccc3ccccc3c1O)SC2 | 109 | 96 | 7 | 106 | 105 | 115 | 1 | 105
COc1ccc(C2Nc3ccccc3C(=O)N2c2ccccc2)cc1COc1ccccn1 (stereo not drawn) | 99 | 98 | -5 | 93 | 102 | 99 | 0 | 99
O=C(COC(=O)/C=C/c1cccc(C(F)(F)F)c1)NC1CCCCCC1 | 127 | 103 | -19 | 101 | 101 | 98 | 0 | 101
CC1=NN(C(N)=S)C(=O)C1N=Nc1c(Br)cc(Br)cc1Br (stereo not drawn) | 88 | 94 | 12 | 97 | 113 | 97 | . | 108
NC(=O)c1c(NC(=O)c2cccs2)sc2c1CCCCCC2 | 86 | 90 | 7 | 93 | 100 | 111 | 0 | 96
O=C(CCN1CCOCC1)c1ccc(Br)cc1 | 91 | 99 | 5 | 112 | 113 | 94 | 5 | 101
COc1ccc(CC(=O)NNC(=O)c2ccccc2)cc1OC | 98 | 104 | -6 | 106 | 100 | 98 | 2 | 103
O=C(Nc1ccc(F)cc1)NC1(C(=O)NCc2ccco2)CCCCC1 | 102 | 101 | 52* | 99 | 100 | 102 | 0 | 99
O=C(COc1ccc(/C=N/NC(=O)c2cc3ccccc3o2)cc1Br)Nc1ccccc1 | 116 | 105 | 27 | 102 | 102 | 99 | 16 | 100
O=C(NN1CCOCC1)c1sc2cccc(F)c2c1Cl | 96 | 109 | 2 | 103 | 113 | 99 | 1 | 104
CC1(C)CC(=O)C(C=NC2CC(C)(C)NC(C)(C)C2)=C(O)C1 | 93 | 102 | 21 | 96 | 99 | 105 | 0 | 99
O=C(O)CSCCc1ccccn1 | 93 | 99 | 13 | 102 | 88 | 90 | 2 | 96
O=C(C1CCCN(S(=O)(=O)c2ccc(Br)s2)C1)N1CCCCCC1 (stereo not drawn) | 107 | 100 | 2 | 96 | 104 | 103 | 1 | 99
CC1=C(C#N)S(=O)(=O)C(C#N)C(c2ccccc2)C1 (stereo not drawn) | 109 | 102 | 6 | 88 | 98 | 102 | 0 | 95
O=C(CSc1nnc(-c2ccco2)n1Cc1ccccc1)NC(=O)NCc1ccco1 | 98 | 93 | 2 | 90 | 99 | 91 | 5 | 93
CC(C)(C)OC(=O)NCCC(=O)N/N=C/c1cccc2cccnc12 | 94 | 104 | -6 | 95 | 109 | 112 | 0 | 100
Cc1ccc(CNC(=O)Cn2ccc3cc(S(=O)(=O)N4CCCC4)ccc32)o1 | 110 | 93 | 6 | 96 | 103 | 91 | 1 | 96
Cc1sc2nc(SCC(=O)NCc3cccs3)[nH]c(=O)c2c1C | 115 | 100 | 7 | 91 | 102 | 101 | 1 | 100
O=[N+]([O-])c1cc(S(=O)(=O)N2CCCC2)ccc1OCCOc1ccccc1 | 78 | 92 | 14 | 100 | 110 | 108 | 0 | 97
CC(=O)c1ccc(NC(=S)NC(NC(=O)c2ccco2)C(Cl)(Cl)Cl)cc1 (stereo not drawn) | 95 | 98 | -1 | 114 | 109 | 111 | 1 | 95
CCN(CC)CCN(C(=O)c1ccc(C(C)=O)cc1)c1nc2ccc(Cl)cc2s1 | 101 | 102 | 5 | 101 | 102 | 101 | 0 | 100
CCCn1nc(C(=O)Nc2ccc(S(=O)(=O)Nc3ncccn3)cc2)c2ccccc2c1=O | 112 | 111 | -8 | 106 | 101 | 107 | 3 | 107

Carrying on.
SMILES | CR mimetic SO | AGP1-GFP MLPCN | VLA-4 inh | CIT2-GFP yeast | MEP2-GFP yeast | LAP4-GFP MLPCN | GRK2 inh | RPL19A-GFP yeast
O=C(Nc1ccc(N2CCOCC2)cc1N1CCOCC1)c1ccc([N+](=O)[O-])cc1Cl | 106 | 87 | 2 | 110 | 102 | 72 | 16 | 101
O=C(O)CC(NC(=O)CCc1ccccc1)c1ccc(Cl)cc1 (stereo not drawn) | 97 | 104 | 42 | 101 | 94 | 96 | 3 | 99
Cc1ccc(SCc2ccc(C(=O)NCc3ccncc3)cc2)cc1 | 102 | 101 | 15 | 96 | 102 | 97 | 0 | 97
Cc1cc2c(cc1S(=O)(=O)CCC(=O)Nc1cccc(C(F)(F)F)c1)OCC(=O)N2 | 98 | 95 | 1 | 98 | 104 | 92 | 2 | 100
CCC(=O)Nc1ccc(NC(=S)NC(=O)/C=C/c2ccccc2)cc1 | 104 | 103 | -12 | 107 | 103 | 93 | 0 | 105
Cc1cc2c(c(SCC(=O)NCc3ccc(Cl)cc3)n1)C(=O)OC2 | 99 | 103 | 6 | 106 | 102 | 106 | 0 | 116
Cc1ccc(N(CC(=O)NCCc2ccccc2)C(=O)c2csnn2)cc1 | 86 | 114 | 1 | 115 | 95 | 102 | 2 | 109
CCOc1ccc(NC(=O)COC(=O)c2cc(C)oc2C)cc1 | 109 | 90 | 5 | 95 | 93 | 98 | 0 | 93
O=C(c1ccc(-n2cccc2)cc1)N1CCOCC1 | 99 | 98 | 2 | 102 | 102 | 97 | 0 | 98
CC(C)c1ccc(NC(=O)C(c2ccccc2)N2CC(=O)Nc3ccccc32)cc1 (stereo not drawn) | 97 | 102 | 72* | 99 | 104 | 96 | 2 | 100
CCOc1ccccc1NC(=O)CSc1nnc(NC(=O)c2ccco2)s1 | 100 | 97 | 17 | 91 | 98 | 101 | 0 | 97
O=C(Cn1ccc2ccccc2c1=O)NCCC(=O)N1CCCCC1 | 96 | 108 | -7 | 105 | 112 | 94 | 1 | 108
CCS(=O)(=O)c1ccc2oc(SCC(=O)NC(C)C3CC4CCC3C4)nc2c1 (stereo not drawn) | 98 | 96 | 4 | 96 | 101 | 98 | 0 | 97
O=C(Cc1ccccc1)NCCC1=CCCCC1 | 89 | 103 | 7 | 101 | 103 | 91 | 1 | 102
CC(C)NC(=O)c1ccccc1-c1ccccc1 | 112 | 98 | 36 | 92 | 101 | 93 | 3 | 99
O=C(NC(=O)c1ccc(Cl)cc1)Nc1ccc(-c2cnco2)cc1 | 98 | 102 | 5 | 95 | 100 | 99 | 0 | 104
O=C(NCC(c1ccco1)N1CCN(c2ccc(F)cc2)CC1)C(=O)NC1CCCC1 (stereo not drawn) | 109 | 109 | 12 | 101 | 104 | 112 | 1 | 100
Cc1ccc(C(C2C(=O)CC(C)(C)CC2=O)C2C(=O)CC(C)(C)CC2=O)s1 | 101 | 107 | 17 | 95 | 101 | 95 | 3 | 100
CS(=O)(=O)N1CCN(C(=O)CCc2ccccc2)CC1 | 101 | 104 | -31 | 104 | 101 | 90 | 0 | 104
O=C(O)CSCC(=O)Nc1ccc(C(=O)O)cc1 | 94 | 95 | 4 | 91 | 95 | 99 | 0 | 100
Cc1ccc(N(C)C(=O)CCNC(=O)Cn2cnc3ccccc3c2=O)cc1C | 94 | 102 | 14 | 105 | 101 | 97 | 3 | 102
COc1cccc(NC(=O)C2CCN(C(=O)[C@@H]3Cc4ccccc4CN3)CC2)c1 | 116 | 103 | -18 | 110 | 102 | 98 | 0 | 102
Cc1ccc(S(=O)(=O)/N=C(/Nc2cccc(O)c2)c2ccccc2)cc1 | 85 | 106 | 0 | 106 | 106 | 96 | 0 | 104
COc1ccccc1-c1c(C(F)(F)F)oc2c(CN(C)C)c(O)ccc2c1=O | 99 | 100 | 7 | 104 | 101 | 94 | 5 | 101
COc1ccc2sc(-c3ccc(S(C)(=O)=O)cc3)c(C(=O)NCCCN3CCCC3=O)c2c1 | 88 | 104 | 22 | 97 | 103 | 110 | 0 | 103

New compounds follow:
SMILES | CR mimetic SO | AGP1-GFP MLPCN | VLA-4 inh | CIT2-GFP yeast | MEP2-GFP yeast | LAP4-GFP MLPCN | GRK2 inh | RPL19A-GFP yeast
COc1ccc(N=C2SC(C(=O)Nc3ccc(F)cc3)CC(=O)N2C)cc1 (stereo not drawn) | 97 | 102 | 6 | 105 | 104 | 105 | 2 | 96
COc1ccc(CN2C(=O)CC(Cc3cc(C)cc(C)c3)C2=O)cc1OC (stereo not drawn) | 99 | 107 | 2 | 98 | 107 | 123 | 3 | 94
COc1ccc(CNC(=O)CN2CCN(c3cccc(C)c3C)CC2)cc1 | 97 | 95 | 16 | 99 | 101 | 94 | 0 | 101
CCN1CCCC1CNC(=O)Cn1cccc1C(=O)c1ccccc1C (stereo not drawn) | 102 | 90 | 10 | 98 | 92 | 87 | 0 | 85
CCC1CCC(NC2CCCCNC2=O)CC1 (stereo not drawn) | 113 | 102 | 23 | 97 | 103 | 100 | 0 | 98
Cc1cc(NS(=O)(=O)c2c(C(=O)N3CCOCC3)c(C)n(C)c2C)ccc1Br | 109 | 101 | 5 | 105 | 99 | 101 | 45* | 101
CN1CCN(S(=O)(=O)c2ccc3c(c2)C(C)(C)C(=O)N3C)CC1 | 98 | 107 | -5 | 111 | 97 | 114 | 1 | 102
CSc1ncccc1C(=O)N1CCN(S(=O)(=O)c2ccc(C)cc2)CC1 | 92 | 98 | 7 | 100 | 98 | 88 | 0 | 99
CCN(CC(=O)NC)S(=O)(=O)c1ccc(C)cc1 | 108 | 101 | 18 | 100 | 101 | 102 | 1 | 99
COc1cc(C)c(C(=O)Oc2cc(C)c(C(=O)O)c(O)c2)c(O)c1 | 133 | 94 | 0 | 91 | 100 | 108 | 2 | 94
Cc1noc(C)c1C(=O)N1CCC2(CC1)Oc1ccc(F)cc1C(=O)C21CC(c2ccc(Cl)cc2)=NO1 (stereo not drawn) | 97 | 98 | -10 | 89 | 102 | 101 | 0 | 94
O=C(Cc1ccc(Cl)cc1Cl)OCC(=O)N1CCCCC1 | 91 | 100 | -6 | 102 | 104 | 98 | 1 | 101
CCN(C(=O)Cn1cnc2ccccc2c1=O)C1CCS(=O)(=O)C1 (stereo not drawn) | 96 | 102 | -5 | 96 | 104 | 100 | 1 | 99
CCN(CC)CCNC(=O)c1ccc(NC(=O)C2CCN(S(=O)(=O)c3ccc4c(c3)OCCO4)CC2)cc1 | 91 | 109 | 2 | 95 | 98 | 119 | 0 | 102
CCOC(=O)C1=C(N)N2C(=O)C(C)SC2=C(C(=O)OCC)C1c1ccc(O)cc1 (stereo not drawn) | 99 | 95 | 4 | 89 | 99 | 92 | 0 | 97

An excerpt from further up, as a working copy:
SMILES | CR mimetic SO | AGP1-GFP MLPCN | VLA-4 inh | CIT2-GFP yeast | MEP2-GFP yeast | LAP4-GFP MLPCN | GRK2 inh | RPL19A-GFP yeast
COc1ccc(N=C2SC(C(=O)Nc3ccc(F)cc3)CC(=O)N2C)cc1 (stereo not drawn) | 97 | 102 | 6 | 105 | 104 | 105 | 2 | 96
COc1ccc(CN2C(=O)CC(Cc3cc(C)cc(C)c3)C2=O)cc1OC (stereo not drawn) | 99 | 107 | 2 | 98 | 107 | 123 | 3 | 94
COc1ccc(CNC(=O)CN2CCN(c3cccc(C)c3C)CC2)cc1 | 97 | 95 | 16 | 99 | 101 | 94 | 0 | 101
CCN1CCCC1CNC(=O)Cn1cccc1C(=O)c1ccccc1C (stereo not drawn) | 102 | 90 | 10 | 98 | 92 | 87 | 0 | 85
CCC1CCC(NC2CCCCNC2=O)CC1 (stereo not drawn) | 113 | 102 | 23 | 97 | 103 | 100 | 0 | 98
